# High-throughput results (PubChem BioAssay)
# EPAC1 antagonist: blocks human EPAC1 exchange factor; EPAC1 GEF assay, Rap1b-BODIPY-GDP exchange fluorescence; Potency, µM (titrated, usually from 115 µM), for inactives: at the highest dose activity change, negative = inhibition, actives largely listed as inhibitors; actives 0.14% (n = 360,000); AID 720709;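 further: potency means the concentration at half of the fitted maximal effect; plate controls were vehicle for no effect and positive control for full effect; nearly all actives have a fitted effect of over 50% in size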
# PLK1 PBD block: blocks phosphopeptide binding to human PLK1 polo-box domain; P53350; Plk1 PBD binding of FITC phosphopeptide, fluorescence polarization; Potency, µM, without a hit: max response, negative = inhibition, usual class: inhibitors; actives 2.8% (n = 360,000); AID 720504; further: potency means the concentration at half of the fitted maximal effect; series mostly up to about 57 µM; on the % scale 0 is the no-effect control and ±100 the full control effect; nearly all actives have a fitted effect of over 65% in size
# PI5P4K alpha inh: blocks human PI5P4K alpha kinase activity. P48426. PI5P4Kalpha enzyme, ADP-Glo luminescence, 60 min; hits give low values. actives 1.2% (n = 330,000). max response, %; active means max response of -50% or lower; inconclusive means between -30% and -50%; inactive means -30% or higher; further: value at the top dose of about 77 µM; on the % scale 0 is the no-effect control and ±100 the full control effect
# Target sequence (P48426 whole entry, looked up): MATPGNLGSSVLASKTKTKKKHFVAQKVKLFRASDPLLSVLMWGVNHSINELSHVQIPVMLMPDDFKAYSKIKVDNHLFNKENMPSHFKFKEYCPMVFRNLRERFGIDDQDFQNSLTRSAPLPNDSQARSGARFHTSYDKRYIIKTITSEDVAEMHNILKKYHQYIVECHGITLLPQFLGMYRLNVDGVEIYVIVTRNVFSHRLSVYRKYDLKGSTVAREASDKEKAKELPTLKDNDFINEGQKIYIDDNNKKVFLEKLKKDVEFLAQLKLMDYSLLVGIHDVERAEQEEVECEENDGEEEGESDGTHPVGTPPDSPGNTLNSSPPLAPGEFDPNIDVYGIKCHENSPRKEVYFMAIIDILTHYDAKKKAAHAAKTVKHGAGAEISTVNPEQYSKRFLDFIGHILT
#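 Human PI5P4Kalpha with substrate in 0.038 M HEPES pH 7.4, 0.28 mM EGTA, 0.1% CHAPS, 5% DMSO; reaction started with 5 microM ATP (final), 60 min at room temperature. ADP formed read by ADP-Glo luminescence.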
# IL2 activator: activators of IL-2; IL-2 activation reporter assay, cell-based qHTS; stimulated with anti-CD3/CD4/CD28 beads; in transgenic mouse T cells; activation, % (series mostly up to about 46 µM); actives 0.065% (n = 360,000); AID 652025; in the data active means activation above about 50%; inconclusive means mostly about 30% to 49%; further: 0% is about no effect
#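 Using fluorescent plate cytometry, EGFP and DsRed are detected in transgenic mouse T cells stimulated 18 h at 37 degrees C with antibody-coated beads after 60 min compound pretreatment.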
# GLP1R inv ag: acts as inverse agonist at human GLP-1 receptor. P43220. HEK293 GLP-1R CRE-luciferase, luminescence, 24 h; GLP-1R form is constitutively active. Potency, µM (doses to about 38.3 µM), without a hit: at the top dose activity change, negative = inhibition, hits mostly inhibitors. actives 1.6% (n = 410,000). AID 624417; further: potency means the concentration at half of the fitted maximal effect; on the % scale 0 is the no-effect control and ±100 the full control effect; nearly all actives have a fitted effect of over 55% in size
# Target sequence (P43220 whole entry, looked up): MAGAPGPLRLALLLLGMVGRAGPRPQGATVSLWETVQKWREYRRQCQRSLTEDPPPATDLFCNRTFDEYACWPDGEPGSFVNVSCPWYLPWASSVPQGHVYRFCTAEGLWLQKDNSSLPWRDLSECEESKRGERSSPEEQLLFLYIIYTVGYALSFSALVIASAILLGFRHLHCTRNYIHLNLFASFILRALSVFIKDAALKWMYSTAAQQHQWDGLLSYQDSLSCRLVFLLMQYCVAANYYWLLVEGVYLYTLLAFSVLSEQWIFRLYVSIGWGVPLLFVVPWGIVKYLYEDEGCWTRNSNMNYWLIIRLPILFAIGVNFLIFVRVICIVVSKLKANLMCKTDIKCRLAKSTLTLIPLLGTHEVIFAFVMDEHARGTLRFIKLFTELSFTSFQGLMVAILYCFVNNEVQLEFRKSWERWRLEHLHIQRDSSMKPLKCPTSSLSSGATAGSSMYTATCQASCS
#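 Inverse agonism was detected as reduced cAMP-driven luciferase luminescence after 24 h compound treatment. The cells were HEK293 clones expressing constitutively active human GLP-1R with the reporter. Reporter-only and GPR119 cell lines served as counterscreen controls.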
# GLP1R ag: GLP-1 receptor (human) agonism | P43220 | HEK293 GLP-1R CRE-luciferase, luminescence, 4-6 h; cells express a hypersensitive GLP-1R form | actives 0.007% (n = 380,000) | Potency, µM (titrated, usually from 45.6 µM), inactives show at the highest dose activation, actives largely listed as activators | AID 624172; further: potency means the concentration at half of the fitted maximal effect; % of control where 0% means no effect
# PTHR1 ag: activates the human parathyroid hormone receptor PTHR1; Potency, µM (series often up to 115 µM), for the others: at the highest dose activation, usual class: activators; actives 0.075% (n = 410,000); HEK293 GP2 PTHR1 cells, GloSensor cAMP luminescence, 1 h; further: potency means the concentration at half of the fitted maximal effect; nearly all actives have a fitted effect of over 55% in size; some results filed as inactive show a strong effect at the top dose; inactives centre near -15; many of its hits are not listed in these tables
#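 HEK-293-derived GP2 cells expressing PTHR1 and a GloSensor cAMP reporter, 3,000/well, plated overnight, given luciferin plus IBMX (each 0.5 mM as added) for 1 h at 37 °C, then compound for 1 h at 37 °C. Luminescence was read after 15 min at room temperature.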
# GLP1R cytotox: cytotoxicity counter-screen for GLP-1 receptor inverse agonists; actives 0.13% (n = 410,000); Potency, µM (series often up to 38.3 µM), for the others: top-dose activity change, negative = inhibition, usual class: inhibitors; AID 624418; HEK293 cAMP-luciferase reporter cells, luminescence, 24 h;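 further: loss of luciferase light is scored as toxicity; potency means the concentration at half of the fitted maximal effect; on the % scale 0 is the no-effect control and ±100 the full control effect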
#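 MLSMR compounds, 24 hr on cells at 37 deg C/5% CO2; luminescence after luciferase reagent (12 min RT). Inhibition counted as the undesired cytotoxic outcome.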
# EPAC1 agonist: agonists of human EPAC1; O95398; EPAC1 agonist qHTS, biochemical assay; response scale: 100% = response to 6.5 mM cAMP; Potency, µM (titrated, usually from 154 µM), without a hit: at the top dose activation, actives largely listed as activators; actives 0.073% (n = 360,000); AID 720707; further: potency means the concentration at half of the fitted maximal effect; nearly all actives have a fitted effect of over 60% in size
#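 Multi-concentration qHTS readout: loss of Rap1B-bound BODIPY-GDP fluorescence driven by 100 nM EPAC1 with excess GDP (50 uM), monitored kinetically at room temperature; agonist response expressed relative to 6.5 mM cAMP.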
# An asterisk follows results filed as active; i = inactive; ? = inconclusive; · = not tested or not shown; [ ] = remark or other dose. Unless noted, the call rests on the fitted dose curve; in most records, active means well fitted curve in the direction sought with a large enough effect; inconclusive means small, poorly fitted or top-dose-only effect, or another doubt; inactive means no such curve, though single readings can be large; an effect the other way counts as inactive or inconclusive.
Structure	GLP1R cytotox	GLP1R ag	IL2 activator	PTHR1 ag	GLP1R inv ag	PI5P4K alpha inh	EPAC1 antagonist	EPAC1 agonist	PLK1 PBD block
CCS(=O)(=O)c1ccc2oc(SCC(=O)N3c4ccccc4CC3C)nc2c1 (stereo not drawn)	24%	1%	-0.7	-34%[inhibitor][57.5 µM]	44%[activator]	-1	-3%	13%	-1%
COC(=O)c1ccc2[nH]c3cccc(/C(=C/c4ccccc4)c4ccccc4)c3c2c1	-2%	-12%	-0.6	-34%[inhibitor]	?	26	3%	8%	1%
O=C(Cn1cc(S(=O)(=O)Cc2cccc([N+](=O)[O-])c2)c2ccccc21)N1CCOCC1	4%	-14%	1.2	i	?	0	-5%	8%	-11%
CCSc1nnc(NC(=O)c2c(-c3ccccc3Cl)noc2C)s1	-2%	-10%	-2.7	-20%	?	3	8%	5%	-7%
CCOC(=O)CCP(=O)(O)C(O)c1ccc(OC)cc1 (stereo not drawn)	-1%	0%	-0.9	-10%[57.5 µM]	-10%	0	-22%	1%	-10%
COC(=O)CCC(=O)Nc1cccc(Cl)c1	7%	0%	-0.7	i	6%	-2	-5%	-3%	-13%
CC1(C)SCC(C(=O)O)N1C=O (stereo not drawn)	4%	6%	7.3	-8%	9%	2	-10%	4%	-4%
Cc1nc(C(=O)N(C)C)nn1-c1cc(Cl)ccc1Cl	4%	-6%	-1.0	i	10%	·	-17%	0%	-8%
Cc1nn(C)c(C(=O)NNC(=S)NCc2ccccc2)c1Cl	-29%	7%	-0.5	-14%	2%	-4	-14%	7%	-11%
COc1ccc2cc([C@H](C)C(=O)O)ccc2c1	12%	-2%	-0.4	-7%	6%	6	-9%	6%	-10%
CCN(CC(=O)Nc1ccc(NC(C)=O)cc1)C(=O)c1cc2ccccc2oc1=O	-19%	5%	1.1	i	9%	12	-17%	9%	-1%
CCN1C(=O)N(C)C2(c3ccccc3)N(C)C(=O)N(C)C12c1ccccc1 (stereo not drawn)	1%	8%	0.0	29%[57.5 µM]	16%	-1	0%	1%	-4%
COC(=O)CCc1nc2ccccc2nc1OC	3%[7.66 µM]	1%	-0.8	-13%	0%[7.66 µM]	2	8%	5%	1%
COc1ccc(-c2noc(CCC(=O)Nc3cccnc3)n2)cc1	4%	0%	0.3	-7%	4%	-11	-22%	-12%	-3%
CCN(C(=O)CSc1nnc(Nc2cccc(C)c2C)s1)C1CCS(=O)(=O)C1 (stereo not drawn)	8%	10%	-2.8	-53%[inhibitor]	7%	0	3%	12%	-8%
Cc1nc(N2CCCCC2)[nH]c(=O)c1CN(C)N=O	5%	-2%	3.1	i	5%	6	-24%	5%	-13%
CCOC(=O)C1CCCN(C(=O)c2cc(-c3ccccc3)cs2)CC1 (stereo not drawn)	-3%	9%	-0.4	i	-9%	4	-18%	2%	-16%
CC(C)CC(=O)Nc1c2c(nn1-c1cccc(Cl)c1)CS(=O)C2 (stereo not drawn)	8%	0%	-4.3	i	20%	-8	5%	-2%	5%
CC(Sc1nncn1C)C(=O)Nc1ccc2ccccc2c1 (stereo not drawn)	2%	13%	2.9	i	32%[activator]	0	?	1%	-2%
S=c1[nH]ncn1/N=C/c1cccc(Oc2ccccc2)c1	?	-3%	-1.1	-20%	14%	-7	5%	3%	-9%
CCN(CC)C(=O)CSc1nc2cc(S(=O)(=O)N3CCOCC3)ccc2n1CC	-6%	-3%	3.9	i	47%[activator]	3	6%	-4%	-4%
C[C@@H](CO)NC(=O)[C@H]1O[C@@H](n2ccc(=O)[nH]c2=O)[C@H](O)[C@@H]1O	8%	1%	0.5	-22%	5%	-5	19%	-17%	1%
O=C(CSc1nnc(-c2ccccc2)n1Cc1ccccc1)N1CCOCC1	-4%	1%	-1.8	-13%[57.5 µM]	-1%	7	6%	-4%	0%
CC(=O)Nc1ccc(S(=O)(=O)N2CCC(C(=O)NCCc3c[nH]c4ccccc34)CC2)cc1	1%	-5%	-1.8	-9%	-1%	2	15%	10%	3%
O=C(c1cccc(Cl)c1)N1CCN(c2ccc3c(c2)C2CC3CCN2C(=O)OCc2ccccc2)CC1 (stereo not drawn)	3%	-2%	-0.6	-3%	?	6	1%	1%	2%
COc1cc2c(cc1OC)-c1nnc(-c3cccs3)n1C1(CCCC1)C2	-5%	3%	-1.0	i	?	3	-8%	-6%	-8%
NC(=O)NC(CC(=O)NCCc1ccc(S(N)(=O)=O)cc1)c1ccccc1Cl (stereo not drawn)	8%	3%	-0.2	-18%	-34%	10	11%	-7%	7%
O=C(COC(=O)c1cccc(S(=O)(=O)N2CCc3ccccc32)c1)NC1CCS(=O)(=O)C1 (stereo not drawn)	5%	1%	1.4	-58%[inhibitor][57.5 µM]	-1%	3	11%	-2%	0%
CCc1ccc2oc(C(=O)NCc3ccncc3)c(C)c2c1	5%	25%	-1.2	-10%[57.5 µM]	53%[activator]	·	8%	1%	1%
COc1ccc(N(CC(=O)NCc2ccco2)S(=O)(=O)c2ccc(OC)c(OC)c2)cc1	-8%	-6%	-0.1	-2%[57.5 µM]	-17%	·	-11%	-1%	-3%
CC(C)C(NS(=O)(=O)c1cccs1)C(=O)NCc1ccc2c(c1)OCO2 (stereo not drawn)	-17%	4%	0.9	i	24%	-6	1%	1%	0%
COC(=O)[C@H](CCSC)NC(=O)Nc1ccc(OC)cc1OC	0%	-12%	-1.9	i	7%	·	-1%	4%	-7%
O=C(NCc1nnc(SCC(=O)N2CCCC2)o1)c1c(F)cccc1Cl	-6%	-2%	1.6	i	12%	5	-13%	1%	-23%
Cc1cc(C(=O)COC(=O)c2csc3c2CCCC3)c(C)n1C	52%[activator]	-5%	-2.8	-16%[57.5 µM]	-9%	-3	-4%	11%	-7%
NC(=O)COc1ccccc1C(=O)O	2%[7.66 µM]	-2%	-0.4	-15%	13%[7.66 µM]	4	4%	8%	1%
Cc1ccc(/C=C2\SC(N)=NC2=O)s1	21%	-6%	3.6	-43%[inhibitor]	13%	-18	-1%	1%	-16%
C=CCn1c(SCc2cc(=O)n3ccsc3n2)nc2scc(C3CC3)c2c1=O	7%	?	1.0	-21%	199%[activator]	·	?	15%	1%
COC(=O)c1ccc(C(=O)N2CCCC(Nc3ccc(C(C)C)cc3)C2)nc1 (stereo not drawn)	4%	0%	-0.1	i	-31%	18	11%	-8%	?
Cc1ccc(CC(=O)Nc2cccnc2)cc1	1%	2%	-2.7	i	20%	3	17%	-1%	-2%
O=C(NCC(c1ccco1)N1CCc2ccccc21)c1c(F)cccc1F (stereo not drawn)	-13%	12%	-4.5	-1%	?	-2	-24%	2%	1%
O=C(COc1ccccc1)NCc1ccc2c(c1)OCO2	3%	21%	-1.6	i	32%[activator]	·	-1%	-1%	0%
O=C(Nc1ccc2ccccc2n1)C1CCCCC1	0%	12%	0.8	-16%	?	-5	19%	8%	0%
O=C(CC(C(=O)NCc1ccccc1)c1nc2ccccc2c(=O)[nH]1)NCc1ccccc1 (stereo not drawn)	3%	6%	-0.6	-20%	-17%	2	-4%	-1%	-23%
Cc1cc(C)nc(NS(=O)(=O)c2ccc(N=Cc3c(C)[nH]n(-c4ccccc4)c3=O)cc2)n1	8%	1%	0.7	i	34%[activator]	-9	-6%	-7%	27µM*

# Reformatted with values under each structure: twelve of the compounds above
# The line under a structure holds: GLP1R cytotox | GLP1R ag | IL2 activator | PTHR1 ag | GLP1R inv ag | PI5P4K alpha inh | EPAC1 antagonist | EPAC1 agonist | PLK1 PBD block
> O=C(NCc1nnc(SCC(=O)N2CCCC2)o1)c1c(F)cccc1Cl
→ -6% | -2% | 1.6 | i | 12% | 5 | -13% | 1% | -23%
> Cc1cc(C(=O)COC(=O)c2csc3c2CCCC3)c(C)n1C
→ 52%[activator] | -5% | -2.8 | -16%[57.5 µM] | -9% | -3 | -4% | 11% | -7%
> NC(=O)COc1ccccc1C(=O)O
→ 2%[7.66 µM] | -2% | -0.4 | -15% | 13%[7.66 µM] | 4 | 4% | 8% | 1%
> Cc1ccc(/C=C2\SC(N)=NC2=O)s1
→ 21% | -6% | 3.6 | -43%[inhibitor] | 13% | -18 | -1% | 1% | -16%
> C=CCn1c(SCc2cc(=O)n3ccsc3n2)nc2scc(C3CC3)c2c1=O
→ 7% | ? | 1.0 | -21% | 199%[activator] | · | ? | 15% | 1%
> COC(=O)c1ccc(C(=O)N2CCCC(Nc3ccc(C(C)C)cc3)C2)nc1 (stereo not drawn)
→ 4% | 0% | -0.1 | i | -31% | 18 | 11% | -8% | ?
> Cc1ccc(CC(=O)Nc2cccnc2)cc1
→ 1% | 2% | -2.7 | i | 20% | 3 | 17% | -1% | -2%
> O=C(NCC(c1ccco1)N1CCc2ccccc21)c1c(F)cccc1F (stereo not drawn)
→ -13% | 12% | -4.5 | -1% | ? | -2 | -24% | 2% | 1%
> O=C(COc1ccccc1)NCc1ccc2c(c1)OCO2
→ 3% | 21% | -1.6 | i | 32%[activator] | · | -1% | -1% | 0%
> O=C(Nc1ccc2ccccc2n1)C1CCCCC1
→ 0% | 12% | 0.8 | -16% | ? | -5 | 19% | 8% | 0%
> O=C(CC(C(=O)NCc1ccccc1)c1nc2ccccc2c(=O)[nH]1)NCc1ccccc1 (stereo not drawn)
→ 3% | 6% | -0.6 | -20% | -17% | 2 | -4% | -1% | -23%
> Cc1cc(C)nc(NS(=O)(=O)c2ccc(N=Cc3c(C)[nH]n(-c4ccccc4)c3=O)cc2)n1
→ 8% | 1% | 0.7 | i | 34%[activator] | -9 | -6% | -7% | 27µM*

# An excerpt; the hit share may differ from the screen's.
